RGS4-Gao reg: human RGS4-Galphao interaction regulation; AID 1415; Multiplexed bead flow cytometry, RGS4-Galphao binding; actives lie on both sides; P09471; 220,000 compounds, 0.33% hits; binding response (% of control), % at 10 µM; in the data active means binding response below about 49% or above about 150%; inactive means in between;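 further: fluorescent Galphao activated with aluminum fluoride binding bead-coupled RGS4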
Target sequence (P09471 whole entry, looked up): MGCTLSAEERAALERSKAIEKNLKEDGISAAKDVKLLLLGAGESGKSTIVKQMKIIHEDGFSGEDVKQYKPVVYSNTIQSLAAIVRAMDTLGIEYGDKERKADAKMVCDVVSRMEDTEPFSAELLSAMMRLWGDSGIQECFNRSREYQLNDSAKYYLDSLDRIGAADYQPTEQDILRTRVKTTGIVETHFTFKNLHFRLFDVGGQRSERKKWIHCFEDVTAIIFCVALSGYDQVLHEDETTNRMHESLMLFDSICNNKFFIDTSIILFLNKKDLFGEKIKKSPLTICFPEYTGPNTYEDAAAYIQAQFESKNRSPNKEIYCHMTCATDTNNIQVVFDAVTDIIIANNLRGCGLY
Bim-Bcl-XL: disrupts Bim peptide binding to human Bcl-XL; Q07817; bead flow cytometry, fluorescence; inhibition, % at 10 µM; 190,000 compounds, 0.04% hits; AID 1007
Bcl-2 Bim block: human Bim-Bcl-2 interaction inhibition. P10415. Bead-based flow cytometry, Bim peptide-Bcl-2 binding. inhibition, % at 10 µM. 190,000 compounds, 0.06% hits. AID 950; in the data active means inhibition above about 40%; inconclusive means no clear call, values can overlap the other calls;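 further: 0% = no compound wells with probe peptide and 100% = reference peptide inhibitor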
ABCG2 inh: blocks JC-1 efflux by human ABCG2 transporter; Q9UNQ0; IgMXP3 cells, flow cytometry; inhibition, % at 6.6 µM; 190,000 compounds, 0.1% hits; AID 1325;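 active means inhibition above 80%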;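 further: 0% = DMSO and 100% = nicardipine control wells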
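Test system: IgMXP3 (ABCG2) plus far-red-tagged CCRF-Adr (ABCB1) cells. Reagent: JC-1 dye as substrate. Timing: 10 min exposure at 25 °C with rotation, no wash. Measured by: flow cytometric JC-1 green MFI at 530 nm. Read-out: percent efflux inhibition, scaled nicardipine 100% to DMSO 0%. Control set: nicardipine and DMSO wells.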
Bim-Bcl-B: inhibitors of Bim-Bcl-B interaction, human | Q9HD36 | 190,000 compounds, 0.073% hits | inhibition, % at 10 µM | bead-based flow cytometry, Bim peptide-Bcl-B binding | AID 951;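 further: 0% = tracer peptide without compound and 100% = reference inhibitor peptide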
Bim-Bfl-1: inhibitors of Bim-Bfl-1 interaction, human; Q16548; Bead-based flow cytometry, Bim-Bfl-1 binding inhibition; inhibition, % at 10 µM; 190,000 compounds, 0.12% hits; AID 1008;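 further: 0% = wells without compound plus tracer and 100% = blocker peptide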
RGS7-Gao: regulators of human RGS7-Galphao interaction; AID 1439; binding response (% of control), % at 10 µM; Multiplexed bead flow cytometry, RGS7-Galphao binding; actives lie on both sides; 220,000 compounds, 0.35% hits; in the data active means binding response below about 49% or above about 150%; inconclusive means no clear call, values can overlap the other calls; inactive means in between;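 further: fluorescent Galphao held in activated GDP-AlF4 state binding bead-coupled RGS7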
ABCB1 inh: blocks JC-1 efflux by human ABCB1 transporter; P08183; 190,000 compounds, 0.067% hits; CCRF-Adr cells, flow cytometry; inhibition, % at 6.6 µM; in the data active means inhibition above about 40%;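 further: 0% = vehicle and 100% = reference inhibitor; higher value means more JC-1 retained so stronger ABCB1 efflux block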
Bcl-W Bim block: human Bim-Bcl-W interaction inhibition; 190,000 compounds, 0.02% hits; AID 952; Q92843; bead-based flow cytometry, Bim peptide-Bcl-W binding; inhibition, % at 10 µM;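 further: 0% = bound tracer without compound and 100% = peptide blocker; higher means less fluorescent Bim peptide bound to Bcl-W beads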
Target sequence (Q92843 whole entry, looked up): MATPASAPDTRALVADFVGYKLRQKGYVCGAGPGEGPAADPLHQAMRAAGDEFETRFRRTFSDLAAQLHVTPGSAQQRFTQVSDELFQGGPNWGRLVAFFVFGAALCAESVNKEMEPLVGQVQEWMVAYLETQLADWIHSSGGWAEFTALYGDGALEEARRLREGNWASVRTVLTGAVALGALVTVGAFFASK
RGS8-Gao reg: human RGS8-Galphao interaction regulation | multiplexed bead flow cytometry, RGS8-Galphao binding; actives lie on both sides | response (percent of control binding), % at 10 µM | 220,000 compounds, 0.34% hits; in the data active means response below about 60% or above about 140%; inactive means in between;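 further: Galphao activated as the GDP aluminium fluoride complex binding bead-coupled RGS8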
Mcl-1 Bim block: human Bim-Mcl-1 interaction inhibition | AID 1009 | Bead-based flow cytometry, Bim peptide-Mcl-1 binding | Q07820 | 190,000 compounds, 0.1% hits | inhibition, % at 10 µM;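 further: 0% = no compound tracer wells and 100% = peptide blocker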
Target sequence (Q07820 whole entry, looked up): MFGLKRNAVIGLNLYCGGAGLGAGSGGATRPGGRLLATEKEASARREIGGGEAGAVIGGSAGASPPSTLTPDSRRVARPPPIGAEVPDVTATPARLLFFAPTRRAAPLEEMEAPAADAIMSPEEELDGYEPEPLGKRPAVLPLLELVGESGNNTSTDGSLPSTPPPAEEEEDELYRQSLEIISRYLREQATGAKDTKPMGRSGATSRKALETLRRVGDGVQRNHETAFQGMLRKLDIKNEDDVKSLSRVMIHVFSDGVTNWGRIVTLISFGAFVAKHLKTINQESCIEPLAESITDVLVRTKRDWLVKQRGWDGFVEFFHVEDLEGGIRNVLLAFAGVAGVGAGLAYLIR
The depositor's hits bear a star; ? = inconclusive; nt = no result given. Unless noted, no stated cut-off is given here; in the data, active means inhibition above about 40%.

SMILES	RGS4-Gao reg	Bim-Bcl-XL	Bcl-2 Bim block	ABCG2 inh	Bim-Bcl-B	Bim-Bfl-1	RGS7-Gao	ABCB1 inh	Bcl-W Bim block	RGS8-Gao reg	Mcl-1 Bim block
Clc1ccccc1COc1ccc(/C=N/n2cnnc2)cc1	105	-5	0	2	-1	3	100	0.1	-5	104	-7
COC(=O)c1cccnc1-n1c(=O)c2cccnc2n(Cc2cccc([N+](=O)[O-])c2)c1=O	105	-3	-3	-1	-7	-7	?	0.2	-1	101	0
O=C(Cc1cccc(C(F)(F)F)c1)Nc1ccccc1	100	-2	-1	2	0	-1	100	0.1	0	100	0
COC(=O)c1sc(NC(=O)COc2ccc(C)cc2)nc1C	105	-3	-17	6	-27	-13	104	-0.2	3	101	-80
CCCC(C)C(=O)Nc1ccncc1 (stereo not drawn)	91	-2	3	3	-3	2	96	1.0	1	84	1
Cc1sc2ncnc(SCC(=O)N(C(C)C)C(C)C)c2c1C	104	-4	-3	2	-14	-16	107	0.6	-5	106	-2
CCCCc1c(O)nc2n(c1=O)CCS2	102	0	0	0	-2	-4	98	-0.3	2	101	2
CCN(CC)C(=O)CSc1ncnc2c1cnn2-c1ccccc1	97	-4	-5	2	-4	-2	96	0.6	-5	96	-1
CCN(CC)c1ccc2oc(=O)c(C)nc2c1	55	-10	-10	12	-12	-3	65	3.4	-3	69	-3
Cc1cc(S(=O)(=O)Nc2cccc(O)c2)c(C)s1	106	-6	-8	14	-4	-12	105	0.7	-1	101	-4
COC(=O)CNC(=O)CSc1nc(N)cc(=O)[nH]1	104	-4	-9	1	-6	-8	99	0.1	3	103	-1
Cc1ccc(C)c(NC(=O)CCC(=O)NNC(=O)C(c2ccccc2)c2ccccc2)c1	102	2	0	0	1	-1	105	0.1	-1	105	-1
C#CCSc1nnc(-c2ccc(O)cc2)o1	104	0	-3	1	-9	-8	106	0.2	0	101	-1
Oc1ccc(C2C(c3ccccc3)=NN=C(c3ccc(Cl)cc3)N2O)c(O)c1 (stereo not drawn)	102	-2	1	1	-2	0	102	0.4	-2	102	-1
CSc1nnc(-c2ccc(S(=O)(=O)N3CCCC3)cc2)n1C	100	-12	-13	13	-11	-23	101	0.9	-7	101	-7
CCCCNC(=O)Nc1ccnn1C1CCCCC1	101	-8	-8	0	-4	0	98	-0.1	-8	100	-6
CCCCCn1c(SCCCC)nc2c1c(=O)[nH]c(=O)n2C	101	0	0	1	-6	-9	113	0.4	0	100	3
COC(=O)c1ccc(/C=N/N2CCN(Cc3ccc(C)cc3C)CC2)cc1	107	-4	-3	6	-6	0	102	0.8	-3	101	-3
Cc1cccc(-c2nc(CSCC(=O)NCCCN3CCOCC3)c(C)o2)c1	102	-3	0	2	-2	0	103	0.5	-1	100	-2
CCOC(=O)c1c(-c2ccccc2)oc2ccc(OCC)cc12	97	-6	-5	3	-7	-1	102	0.6	-5	101	-5
CCOc1ccccc1-n1c(=O)c2ccccc2c2ccccc2c1=O	103	15	8	2	14	11	104	nt	9	108	6
CC(=O)NC(=S)Nc1cccc(S(=O)(=O)NC2=NCCC2)c1	100	-4	-2	0	-6	-1	103	0.1	-2	103	-4
COC(=O)COc1cccc(NS(=O)(=O)c2ccc(NC(C)=O)cc2)c1	100	-7	-11	1	-8	-18	98	0.4	0	102	-3
COc1ccc(C2C(C(=O)c3cccs3)=C(O)C(=O)N2c2nnc(C)s2)cc1OC (stereo not drawn)	103	-5	-1	0	-5	0	100	0.1	-5	100	-4
CSc1n[nH]c(NCc2ccc(C)cc2)n1	102	-3	3	-1	-2	0	102	-0.1	1	103	-3
COc1cccc(-c2nnc(SCc3cccnc3)o2)c1	99	-4	-6	0	-12	-14	99	0.0	-4	100	0
O=C(c1cc(-c2ccc(F)cc2)on1)N1CCCc2ccccc21	97	0	1	7	-1	-4	103	1.8	-1	99	0
CCn1c(SCC(=O)N2CCOCC2)nnc1-c1cccs1	103	-3	3	5	-1	0	101	0.5	-1	102	-1
Cn1nc(-c2ccccc2F)c2cc(C(=O)Nc3ccc4c(c3)OCCO4)sc21	93	-2	-1	1	0	-3	102	0.7	0	100	-1
CCc1ccc(C2(C)SC(NC(C)=O)=NN2C(C)=O)cc1 (stereo not drawn)	100	1	-5	0	1	0	100	0.0	0	103	-1
COC(=O)c1ccc(NC(C(=O)OC)C(C)C)c([N+](=O)[O-])c1 (stereo not drawn)	103	-7	-5	16	-6	-3	103	0.9	-2	100	-4
O=C(Nc1cccc(S(=O)(=O)NCc2ccco2)c1)c1cc(-c2ccccc2)nc2ccccc12	94	-6	-1	-3	-9	5	100	0.7	-1	98	-4
O=C(O)C(c1ccccc1)N1CCCCC1 (stereo not drawn)	99	-2	-3	1	-1	-6	98	0.3	0	101	-1
Cc1ccc(NC(=O)CSc2nnc(COc3ccc(C#N)cc3)n2-c2ccccc2)cc1C	104	0	-1	2	1	2	97	0.5	-2	100	2
CCOC(=O)COc1ccccc1-c1ccno1	108	0	-3	5	0	-1	108	0.5	1	107	-2
CCCCCNC(=O)CCn1c(=O)oc2ccccc21	99	-6	-12	41	-11	-20	100	1.7	-1	102	-3
CN(C)CCNC(=O)Nc1ccc([N+](=O)[O-])cc1	110	-5	-3	4	-4	-4	113	0.0	-4	108	0
CC(=O)C1=C(C)Nc2cc(C(F)(F)F)ccc2S1	94	0	0	2	0	-3	97	0.2	1	94	-2
Cc1ccc(C(=O)N(Cc2nc(-c3ccc(C)cc3)no2)C(C)C)cc1	99	-1	-2	2	-3	-8	101	-0.6	2	102	1
COC(=O)CN(C)C1CC(=O)N(c2ccc(Cl)cc2)C1=O (stereo not drawn)	101	-5	-10	-2	-10	-21	96	0.0	-2	103	-1
CCOc1ccccc1C(=O)Nc1nnc(SCC(=O)Nc2cc(C)on2)s1	95	-3	-6	5	-7	-4	88	0.4	-4	98	0
O=C(CCn1c(=S)[nH]c2ccccc2c1=O)NCCc1ccc(Cl)cc1	99	-5	-1	1	-10	-6	100	-0.1	-5	98	-3
CC(C)c1nc2oc3c(=O)[nH]cnc3c2c2c1CCC2	95	19	7	1	16	1	99	0.1	15	98	14
CC(=O)Cc1nsc(Nc2ccc(Cl)cc2)n1	107	-1	-2	1	-2	-10	119	0.0	-3	115	0
CCc1cc2cc(OC)ccc2nc1SCC(=O)NNC(=O)c1ccco1	100	2	-1	3	1	5	91	-0.3	2	102	-5
CC1CCCC(NC(=O)CNC(=S)N(Cc2ccccc2)Cc2cccs2)C1C (stereo not drawn)	106	-1	0	3	-3	-1	105	0.9	1	103	0
CCOc1cc(C2Nc3ccccc3C(=O)N2c2ccccc2)ccc1O (stereo not drawn)	100	0	1	1	-1	-1	100	0.8	0	99	0
O=C(Cc1cn2ccsc2n1)Nc1nc2c(s1)CN(Cc1ccccc1)CC2	96	-7	-12	2	-10	-16	97	0.4	-2	97	-3
CC(=O)Nc1ccc(-c2cn3ccsc3n2)cc1	101	-5	-7	3	-7	-16	100	0.4	-4	100	-1
O=C(CSc1nc2ccccc2o1)N1CCN(c2ccccc2)CC1	96	2	0	8	5	0	100	-0.1	4	94	0
CC(=O)Oc1ccc2c(c1)OC(c1ccccc1)CC21CC(C)(C)NC(=S)N1 (stereo not drawn)	101	-2	-7	49	-24	-11	101	-0.5	0	99	0
O=C(N/N=C/c1ccncc1)c1ccccc1[N+](=O)[O-]	107	0	-2	14	-5	-4	106	0.2	0	98	1
C=CCNC(=O)CN1CCC(n2c(C)nc3cc(C(F)(F)F)ccc32)CC1	106	0	-1	2	0	2	102	1.5	-1	102	0
O=C(NCc1ccco1)Nc1cccs1	104	2	-1	6	-6	-4	101	1.0	1	103	1
O=C(CN1C(=O)C2CCCCC2C1=O)Nc1nc(-c2ccccn2)cs1 (stereo not drawn)	98	-14	-8	1	-24	0	108	3.1	-5	97	-8
Cn1c(=O)c2[nH]c(N3CCN(c4ccccn4)CC3)nc2n(C)c1=O	102	-4	-4	7	-4	-9	104	0.9	-1	104	-4

Reprinted from above for reference:
SMILES	RGS4-Gao reg	Bim-Bcl-XL	Bcl-2 Bim block	ABCG2 inh	Bim-Bcl-B	Bim-Bfl-1	RGS7-Gao	ABCB1 inh	Bcl-W Bim block	RGS8-Gao reg	Mcl-1 Bim block
CC1CCCC(NC(=O)CNC(=S)N(Cc2ccccc2)Cc2cccs2)C1C (stereo not drawn)	106	-1	0	3	-3	-1	105	0.9	1	103	0
CCOc1cc(C2Nc3ccccc3C(=O)N2c2ccccc2)ccc1O (stereo not drawn)	100	0	1	1	-1	-1	100	0.8	0	99	0
O=C(Cc1cn2ccsc2n1)Nc1nc2c(s1)CN(Cc1ccccc1)CC2	96	-7	-12	2	-10	-16	97	0.4	-2	97	-3
CC(=O)Nc1ccc(-c2cn3ccsc3n2)cc1	101	-5	-7	3	-7	-16	100	0.4	-4	100	-1
O=C(CSc1nc2ccccc2o1)N1CCN(c2ccccc2)CC1	96	2	0	8	5	0	100	-0.1	4	94	0
CC(=O)Oc1ccc2c(c1)OC(c1ccccc1)CC21CC(C)(C)NC(=S)N1 (stereo not drawn)	101	-2	-7	49	-24	-11	101	-0.5	0	99	0
O=C(N/N=C/c1ccncc1)c1ccccc1[N+](=O)[O-]	107	0	-2	14	-5	-4	106	0.2	0	98	1
C=CCNC(=O)CN1CCC(n2c(C)nc3cc(C(F)(F)F)ccc32)CC1	106	0	-1	2	0	2	102	1.5	-1	102	0
O=C(NCc1ccco1)Nc1cccs1	104	2	-1	6	-6	-4	101	1.0	1	103	1
O=C(CN1C(=O)C2CCCCC2C1=O)Nc1nc(-c2ccccn2)cs1 (stereo not drawn)	98	-14	-8	1	-24	0	108	3.1	-5	97	-8
Cn1c(=O)c2[nH]c(N3CCN(c4ccccn4)CC3)nc2n(C)c1=O	102	-4	-4	7	-4	-9	104	0.9	-1	104	-4

Source: PubChem BioAssay (NMMLSC)
